# Source: PubChem
# Arrestin-AP2 inh – inhibitors of human beta-arrestin and AP2 interaction; inhibition, % at 10 µM; 340,000 tested, 0.31% active; FITC-arrestin peptide / GST-AP2 beads, flow cytometry; AP2 beta2 appendage carries R879A mutation; AID 504490;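 active = inhibition above a set limit, near 3 SD of compounds lacking own fluorescence, cut at about 54% in these data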;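 note: plate controls were DMSO wells for no effect and 5 µM unlabelled arrestin peptide for full effect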
#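 System: GST-AP2 R879A glutathione beads. Medium: PBS with 0.05% Tween 20 and 0.1% BSA. Also added: FITC-arrestin peptide, 50 nM. Incubation: 12 min plus 1 h, RT. Measured by: high-throughput flow cytometry of beads, ex 488, em 535 nm. Evaluation: percent drop in bead-associated FITC signal.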
# MOR-DOR inv ag – inverse agonists of human mu-delta opioid receptor heterodimerization; AID 504357; 340,000 tested, 0.21% active; cell-based MOR-DOR heterodimer luminescence, inverse agonism; inhibition, % at 9.3 µM; in the data active = inhibition above about 22%, passing the limit was not always enough;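 note: 0% = cells with DMSO and 100% = wells without cells with DMSO; values of inactives mirror those of a sister screen read the other way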
# AddAB inh – less growth of phage-infected E. coli with AddAB; inhibition, % at 11.9 µM; E. coli expressing H. pylori AddAB, absorbance growth; 330,000 tested, 0.29% active; AID 435030; in the data active = inhibition above about 12%;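 note: 0% = vehicle wells of infected cells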
# Ecoli viability – reduces bacterial viability in AddAB counter-screen; 330,000 tested, 0.27% active; E. coli V3065 growth, OD600 absorbance, 18 h; inhibition, % at 11.9 µM;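 active = inhibition above the campaign's mean inhibition across all tested compounds plus 3 SD, cut at about 9.9% in these data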;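 note: uninfected addAB+ strain grown without phage in ampicillin broth; 0% = DMSO wells and 100% = ciprofloxacin 0.95 µg/ml wells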
# phage Ecoli inh – E. coli growth loss with phage present | 360,000 tested, 0.26% active | inhibition, % at 11.9 µM | growth absorbance; in the data active = inhibition above about 11%
# Tat transport – blocks Tat-dependent protein export in E. coli; E. coli MC4100 TorA-mCherry Tat export, fluorescence; inhibition, % at 10 µM; 340,000 tested, 0.036% active;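 active = mean replicate inhibition at least 50% and at least half of replicates individually reaching 50%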;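 note: exported cargo escapes ClpAP degradation while cytoplasmic cargo is degraded and loses fluorescence; 0% = median of neutral control wells and 100% = median of NaSCN control wells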
# OPRM1-OPRD1 ag – OPRM1-OPRD1 heterodimerization agonism; P35372+P41143; cells, luminescence; activation, % at 9.3 µM; 340,000 tested, 0.3% active; AID 504326; in the data active = activation above about 18%;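 note: 0% = vehicle-treated cells and 100% = reference agonist; values of inactives mirror those of a sister screen read the other way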
# SUMO Mot1 rescue – SUMOylation pathway inhibition by Mot1-301 growth rescue; growth rescue, % at 18.8 µM; 320,000 tested, 1% active; S. cerevisiae Mot1-301 growth rescue, ATP luminescence, 38.5C; percent above DMSO median, 100 means doubled; AID 2716;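 active = every valid replicate shows activation above 250% relative to neutral control wells; inactive = the rest, any valid replicate at or below 250%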;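 note: OY570 slx delta 5 strain wells were the positive control but not used for scaling; some compounds called inactive have numbers as strong as hits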
# PfHsp90 yeast 2 – growth inhibition of yeast expressing Plasmodium Hsp90; S. cerevisiae expressing PfHsp90, BacTiter-Glo ATP, 48 h; yeast lacking PDR1 and PDR3 efflux regulators; inhibition, % at 9.4 µM; 310,000 tested, 0.32% active; AID 504621;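 active = every replicate shows inhibition above about 80%, whatever the replicate mean, limit read from the data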;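 note: 0% = DMSO neutral controls and 100% = 20 µM radicicol positive controls; yeast relying on Plasmodium falciparum Hsp90 in place of its own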
# DSG3 Ab inh – inhibitors of pemphigus antibody binding to human desmoglein-3; P32926; DSG3-coupled beads, scFv-anti-DSG3-GFP binding, flow cytometry; active compounds read low; binding (percent of control), % at 10 µM; 310,000 tested, 0.48% active; AID 588358;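 active = binding more than 3 SD below its plate's average and above zero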;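 note: hits lower antibody fragment binding to DSG3; some compounds called inactive have numbers as strong as hits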
# PKA-R1A act – activates the PKA-R1A holoenzyme complex | PKA-R1A dissociation, Cy5-IP20 fluorescence polarization; scaled: DMSO 0%, 113 µM cGMP 100% | activation, % at 11.4 µM | 340,000 tested, 0.083% active;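 active = percent activation above the mean of all tested compounds plus 3 SD, cut at about 19% in these data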;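 note: higher means more PKAc released from R1A so a rise in polarization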
# Numbers without * were called inactive; x = not tested or not shown. Hits appear at their usual frequency; any-hit rate near 2.8%.
# Each structure is followed by: OPRM1-OPRD1 ag	Tat transport	phage Ecoli inh	Arrestin-AP2 inh	PKA-R1A act	AddAB inh	Ecoli viability	DSG3 Ab inh	MOR-DOR inv ag	SUMO Mot1 rescue	PfHsp90 yeast 2
CC(=O)NC1C(OCc2ccccc2)OC2COC(C)(C)OC2C1O (centres undefined)
  -1.7	2	2.4	-5	-11	1.4	1.8	102	9	49	-5
COc1ccccc1N1C(=O)C2C(C(=O)c3ccccc3)=NN(c3ccccc3OC)C2C1=O (centres undefined)
  -0.1	-1	1.9	-10	-9	1.5	1.0	x	1	1	-4
COc1ccc(S(=O)(=O)N2CCOCC2)cc1NC(=O)C1COc2ccccc2O1 (centres undefined)
  0.2	4	2.7	4	-1	1.8	1.8	100	-1	2	12
CCOC(=O)CNc1c(-c2ccc(O)cc2)nc2ccccn12
  -0.1	4	1.9	-4	5	0.1	-1.5	102	1	-5	31
Cc1cc(C)c(NC(=O)CSc2nncn2-c2cccnc2)c(C)c1
  -2.8	-1	4.0	-1	0	1.8	0.9	101	16	7	22
Cn1c(=O)c2c(nc(N3CCOCC3)n2CCNC2=NCCC2)n(C)c1=O
  x	-7	3.5	14	-12	-1.0	2.4	98	x	147	15
Cn1nnnc1Sc1ncnc2scc(-c3cccc4ccccc34)c12
  -1.6	0	2.5	5	-1	3.9	-0.1	98	9	74	-9
CCCn1nc(Oc2nc(NCC)nc(NCC)n2)ccc1=O
  -1.1	0	0.1	-3	5	4.1	2.1	106	7	6	10
O=C1NC(c2ccccc2)(C(F)(F)F)SC2=CCCCCN12 (centres undefined)
  3.5	-11	2.4	3	-8	-1.9	-3.1	101	-19	2	-1
COCc1c(Br)c(C)nc(OCC(=O)O)c1C#N
  -1.4	2	-1.4	-2	3	2.1	-0.4	78	8	-9	-16
CCOc1cc(C2NC(=O)NC2=O)ccc1O (centres undefined)
  0.1	-12	0.8	14	-5	2.2	3.8	x	-1	-11	2
COc1ccc(S(=O)(=O)N2CCc3ccccc3C2)cc1
  -1.1	0	3.8	8	-12	4.0	2.0	100	6	16	1
COc1ccc(NC(=O)c2cc(Br)c(Br)s2)cn1
  3.2	-9	4.1	-7	-4	1.4	-2.1	93	-15	13	-26
O=C(NCCc1ccc(F)cc1)c1cc([N+](=O)[O-])ccc1N1CCOCC1
  -2.5	-1	6.0	10	14	2.4	2.7	100	13	-26	x
Cc1ccc2nc(N(CCN(C)C)C(=O)c3cc(Cl)sc3Cl)sc2c1
  -1.1	-7	1.5	-14	-1	1.2	1.1	97	6	6	1
NC(CSS(=O)(=O)O)=NCCC12CC3CC(CC(O)(C3)C1)C2
  -1.2	-6	4.0	-10	0	-0.5	-0.9	97	7	-24	-6
CCCCCN(C(=O)CCC(=O)OCC(=O)N1CCCC(C)C1)c1c(N)n(CCCC)c(=O)[nH]c1=O (centres undefined)
  0.3	-2	0.9	23	-15	5.9	2.6	96	-2	-9	-2
Cn1c(Cc2ccccc2)nnc1SCC(=O)N1CCCCC1
  -1.0	1	1.7	22	-17	0.6	-1.3	x	6	111	x
Cc1cc(C(=O)Nc2nnc(C(F)(F)F)s2)cs1
  -2.1	-5	4.2	-8	-3	0.4	0.3	102	11	13	-54
CCc1ccc(N2CC(C(=O)NC3CC3)CC2=O)cc1 (centres undefined)
  0.1	-1	2.3	-8	-7	-0.4	1.2	x	-1	-4	-14

# Part of the list above, showing only OPRM1-OPRD1 ag, Ecoli viability and DSG3 Ab inh.
SMILES	OPRM1-OPRD1 ag	Ecoli viability	DSG3 Ab inh
Cn1c(Cc2ccccc2)nnc1SCC(=O)N1CCCCC1	-1.0	-1.3	x
CC(=O)NC1C(OCc2ccccc2)OC2COC(C)(C)OC2C1O (centres undefined)	-1.7	1.8	102

# The listing picks up; the 4 compounds before the break are reprinted first.
# Each structure is followed by: OPRM1-OPRD1 ag	Tat transport	phage Ecoli inh	Arrestin-AP2 inh	PKA-R1A act	AddAB inh	Ecoli viability	DSG3 Ab inh	MOR-DOR inv ag	SUMO Mot1 rescue	PfHsp90 yeast 2
CCCCCN(C(=O)CCC(=O)OCC(=O)N1CCCC(C)C1)c1c(N)n(CCCC)c(=O)[nH]c1=O (centres undefined)
  0.3	-2	0.9	23	-15	5.9	2.6	96	-2	-9	-2
Cn1c(Cc2ccccc2)nnc1SCC(=O)N1CCCCC1
  -1.0	1	1.7	22	-17	0.6	-1.3	x	6	111	x
Cc1cc(C(=O)Nc2nnc(C(F)(F)F)s2)cs1
  -2.1	-5	4.2	-8	-3	0.4	0.3	102	11	13	-54
CCc1ccc(N2CC(C(=O)NC3CC3)CC2=O)cc1 (centres undefined)
  0.1	-1	2.3	-8	-7	-0.4	1.2	x	-1	-4	-14
CC(=O)Nc1nnc(SCC(=O)N2CCc3ccccc32)s1
  -1.1	-4	0.1	-6	-1	2.0	0.3	114	8	-10	-10
COc1ccc(C2=NN(C(=O)CCC(=O)O)C(c3ccccc3)C2)cc1 (centres undefined)
  -2.9	-2	-0.5	10	2	x	x	102	13	x	36
CCCCn1c(N)c(N(CCOC)C(=O)COC(=O)Cc2cccc(OC)c2)c(=O)[nH]c1=O
  -2.8	-1	-0.1	12	-9	1.4	0.7	95	18	3	x
CCN1CCN(c2nc3c(C)cccn3c(=O)c2/C=C(\C#N)S(=O)(=O)c2ccc(Cl)cc2)CC1
  -0.9	-1	2.2	8	-4	-0.7	0.8	110	5	-19	-9
N#Cc1cc([N+](=O)[O-])ccc1NC(=O)COC(=O)C1CC2CCCC(C1)C2=O (centres undefined)
  4.9	5	4.7	-3	-3	1.9	1.6	104	-33	13	17
O=C(CSc1nccc(-c2cccs2)n1)Nc1ccccc1
  -3.1	3	2.3	45	-4	1.0	1.9	x	15	11	-9
CCNC(=O)COC(=O)c1cc(-c2ccccc2)nn1-c1ccccc1
  -1.8	-21	2.9	-5	-1	-3.6	-1.0	104	9	0	-15
COc1ccc(CC(=O)NCC(=O)NCc2cc(=O)n(C)c(=O)n2C)cc1
  -2.5	-2	0.5	-1	0	1.2	1.4	x	13	9	5
Nc1ccc2nc(-c3ccc(Cl)cc3)[nH]c2c1
  7.8	1	3.6	3	6	0.6	-1.5	95	-43	-17	11
COc1cccc(C=NCCNC(=O)c2nonc2N)c1O
  -0.9	3	2.2	12	3	0.1	-1.6	95	5	17	-21
CCOC(=O)C1C(=O)OC2(CCCCC2)C1C(=O)OCC (centres undefined)
  0.9	5	1.6	7	-12	0.4	-0.9	101	-5	-2	-7
Cc1ccc(OCC(=O)NCCN2CCCC2)cc1
  2.9	-1	1.9	3	1	0.0	-0.1	102	-17	174	-26
O=C(c1ccc2c(c1)OCO2)N(c1ccccc1)C1C=CS(=O)(=O)C1 (centres undefined)
  -4.6	0	-0.9	-8	-6	1.2	0.7	x	19	-10	-1
COc1ccc(Cl)cc1C(=O)Nc1nc(C)cc(C)n1
  -2.8	-1	1.4	13	-3	-0.4	-0.6	110	15	-11	15
Cc1ccc(-c2c[n+](CC(=O)c3ccc(Br)cc3)c3n2CCCCC3)cc1
  5.7	1	4.7	12	3	5.2	-0.6	100	-33	353	11
CNC(=O)CN1C(=O)NC2(CCc3ccccc3C2)C1=O (centres undefined)
  -2.1	0	0.1	41	0	0.3	-0.2	94	10	-24	-8
Cc1ccc(OCC(=O)Nc2ccccc2-c2ccccc2)cc1
  7.1	17	1.4	-4	4	1.1	-0.2	99	-45	6	-18
COc1ccc(N(C(=O)C2COc3ccccc3O2)C(C(=O)NC2CCCCC2)c2ccccc2)cc1OC (centres undefined)
  -1.5	-2	0.2	2	-5	3.7	0.9	98	8	-18	-5

# Retrieved by compound from the list above (two):
# Each structure is followed by: OPRM1-OPRD1 ag	Tat transport	phage Ecoli inh	Arrestin-AP2 inh	PKA-R1A act	AddAB inh	Ecoli viability	DSG3 Ab inh	MOR-DOR inv ag	SUMO Mot1 rescue	PfHsp90 yeast 2
COc1ccc(C2=NN(C(=O)CCC(=O)O)C(c3ccccc3)C2)cc1 (centres undefined)
  -2.9	-2	-0.5	10	2	x	x	102	13	x	36
Cc1cc(C(=O)Nc2nnc(C(F)(F)F)s2)cs1
  -2.1	-5	4.2	-8	-3	0.4	0.3	102	11	13	-54
